AmpC inh no detg – inhibitors of E. coli AmpC beta-lactamase without detergent; P00811; actives 0.52% (n = 330,000); Potency, µM (highest dose often 57.1 µM), for inactives: at the highest dose activity change, negative = inhibition, actives largely listed as inhibitors; AmpC nitrocefin hydrolysis, absorbance 480 nm, 0.0001% Triton; AID 485341;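 further: potency means the concentration at half of the fitted maximal effect; plate controls were no compound for no effect and no enzyme for full effect; nearly all actives have a fitted effect of over 20% in size; some results filed as inactive show a strong effect at the top dose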
Target sequence (P00811 whole entry, looked up): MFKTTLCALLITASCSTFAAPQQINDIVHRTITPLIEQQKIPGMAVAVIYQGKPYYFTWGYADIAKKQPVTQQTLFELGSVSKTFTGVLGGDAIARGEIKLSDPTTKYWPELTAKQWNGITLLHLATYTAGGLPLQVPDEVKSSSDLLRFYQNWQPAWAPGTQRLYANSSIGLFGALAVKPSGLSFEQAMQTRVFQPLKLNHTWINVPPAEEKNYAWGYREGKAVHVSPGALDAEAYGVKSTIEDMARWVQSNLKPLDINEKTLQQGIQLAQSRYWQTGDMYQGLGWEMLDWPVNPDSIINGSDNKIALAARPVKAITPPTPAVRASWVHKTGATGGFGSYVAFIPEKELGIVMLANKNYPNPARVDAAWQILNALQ
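AmpC (5.3 nM in the dispensed reagent) in 20 mM phosphate pH 7.0 with 0.01% (detergent screen) or 0.0001% Triton X-100 was preincubated with compounds for 15 min at room temperature. Nitrocefin was then added from an 800 uM solution, and hydrolysis was followed at 480 nm.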
Sm TGR inh – inhibitors of Schistosoma mansoni thioredoxin glutathione reductase. Potency, µM (doses to about 114 µM), for inactives: top-dose activity change, negative = inhibition, actives largely listed as inhibitors. purified TGR, DTNB reduction, TNB absorbance 405 nm. Q962Y6. actives 3% (n = 360,000); further: potency means the concentration at half of the fitted maximal effect; nearly all actives have a fitted effect of over 60% in size
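First, TGR (20 nM dispensed) and NADPH were mixed with compound. Second, a 15 min room-temperature incubation followed. Third, further NADPH and then DTNB were added to start the reaction. Finally, TNB absorbance was monitored kinetically.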
FBPA Giardia inh – Giardia lamblia aldolase inhibition; A8B2U2; purified Giardia FBPA; Potency, µM (titrated, usually from 59.6 µM), for the others: top-dose activity, negative = inhibition, most hits filed as inhibitors; actives 0.71% (n = 290,000); AID 2451; further: potency means the concentration at half of the fitted maximal effect; nearly all actives have a fitted effect of over 55% in size
Target sequence (A8B2U2 whole entry, looked up): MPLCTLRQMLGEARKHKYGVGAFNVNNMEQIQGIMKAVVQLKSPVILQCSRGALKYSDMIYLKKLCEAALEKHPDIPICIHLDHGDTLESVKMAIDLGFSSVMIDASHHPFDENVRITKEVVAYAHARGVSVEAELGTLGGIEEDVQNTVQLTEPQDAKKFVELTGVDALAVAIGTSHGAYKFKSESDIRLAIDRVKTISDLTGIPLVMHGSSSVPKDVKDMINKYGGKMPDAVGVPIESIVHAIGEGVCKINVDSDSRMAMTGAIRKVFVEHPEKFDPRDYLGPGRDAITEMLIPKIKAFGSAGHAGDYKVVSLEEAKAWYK
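Giardia FBPA (40 nM reagent) was preincubated 10 min at RT with compound (up to 57.5 uM final), then substrate plus GAPDH/TPI/NAD/arsenate coupling system with diaphorase/resazurin was added; resorufin fluorescence (525/598 nm) was read after 20 min.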
AmpC detergent – blocks E. coli AmpC beta-lactamase in detergent assay; P00811; AmpC hydrolysis of nitrocefin, absorbance 480 nm, 0.01% Triton; Potency, µM (doses to about 114 µM), for the others: at the top dose activity change, negative = inhibition, hits mostly inhibitors; actives 0.041% (n = 370,000);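 further: potency means the concentration at half of the fitted maximal effect; 0% = no-compound wells and -100% = no-enzyme wells; nearly all actives have a fitted effect of over 25% in size; some results filed as inactive show a strong effect at the top dose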
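AmpC (5.3 nM in the dispensed reagent) in 20 mM phosphate pH 7.0 with 0.01% (detergent screen) or 0.0001% Triton X-100 was preincubated with compounds for 15 min at room temperature. Nitrocefin was then added from an 800 uM solution, and hydrolysis was followed at 480 nm.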
HCMV antiviral – blocks human cytomegalovirus replication; activity change, negative = inhibition, % at 57.5 µM; HFF cells, HCMV-luciferase reporter, 72 h; hits give low values; actives 4.5% (n = 410,000); in the data active means activity change below about -60%; inconclusive means no clear call, values can overlap the other calls; inactive means above about -39%
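Screen run at 2 compound doses on HFFs infected with reporter HCMV, MOI 1 PFU/cell. Luciferase activity from cell lysates at 72 h post infection gave inhibition relative to buffer-only and Salinomycin wells.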
HCV inh – blocks hepatitis C virus. Huh7.5.1 HCVcc-Cre infection, luciferase reporter, 44 h. Potency, µM (top dose mostly 41.8 µM), inactives show top-dose activity change, negative = inhibition, actives largely listed as inhibitors. actives 3.4% (n = 340,000). AID 651820; further: potency means the concentration at half of the fitted maximal effect
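HCVcc-Cre virus at an moi near 0.5 was added right after compound to cells cultured 4 h from seeding (1,000 cells/well). Luciferase activity was determined 44 h later, 15 min after substrate addition at RT.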
* hit, by the source's call; ? = inconclusive; / = no result given; & = joins results of further samples; [ ] = remark or other dose. Unless noted, the call rests on the fitted dose curve; in most records, active means well fitted curve in the direction sought with a large enough effect; inconclusive means small, poorly fitted or top-dose-only effect, or another doubt; inactive means no such curve, though single readings can be large; an effect the other way counts as inactive or inconclusive. Unless noted, on the % scale 0 is the no-effect control and ±100 the full control effect.

1: O=C(NCCC1=CCCCC1)C(=O)NCC(c1ccco1)N1CCN(c2ccccc2)CC1 (stereo not drawn)
2: CCN(CC(=O)Nc1ccc(NC(C)=O)cc1)C(=O)CCCc1nc2ccccc2c(=O)[nH]1
3: COCCn1nnnc1CN1CCN(C(=O)c2ccco2)CC1
4: CC1=NN(c2ccc(C)cc2)C(=O)/C1=C\c1ccc(Br)s1
5: COc1ccc(S(=O)(=O)N2CCOCC2)cc1NC(=O)CN1CCN(C)CC1
6: NS(=O)(=O)c1cccc(NC(=O)c2cccc(-c3ccc(O)cc3)c2)c1
7: O=C(CN1C(=O)NC2(CCc3ccccc32)C1=O)NCc1ccc(F)cc1 (stereo not drawn)
8: Cc1nnsc1C(=O)NC1CCCc2c1cnn2-c1ccccc1F (stereo not drawn)

entry no.	1	2	3	4	5	6	7	8
AmpC inh no detg	-12%	-7%	-15%	-27%	-14%	-36%	-1%	-10%
Sm TGR inh	2%	0%	3%	2%	-6%	-7%	2%	-25%
FBPA Giardia inh	6%	/	-1%	16%	/	?	/	/
AmpC detergent	-2%	-18%	-12%	-4%	-16%	-12%	?	3%
HCMV antiviral	2	3	8	16	-18	160	-7	-87*
HCV inh	18%	-9%	11%	1%	-14%	-26%	13%	?

9: CCOc1cc(CNCCSc2nnnn2C)cc(Cl)c1OCc1ccc(Cl)cc1
10: NC(=O)C1CCN(C(=O)c2cn(-c3ccccc3)nc2-c2cccnc2)CC1
11: O=C(O)CC(C(=O)NC1CCCCC1)C1CCCO1 (stereo not drawn)
12: O=C(CCS(=O)(=O)c1ccccc1)NC1CCCCC1
13: CCN(CC)c1ccc(/C=N/N2CCN(Cc3ccccc3)CC2)c(O)c1
14: CCc1cccc(NC(=O)CNC(=O)N2CC(=O)Nc3ccccc32)c1
15: COc1ccc(-c2nc(SCC(=O)N3CCN(c4ccc(F)cc4)CC3)n[nH]2)cc1
16: Cc1ccc(-c2n[nH]c(=O)c3ccccc23)cc1S(=O)(=O)Nc1ccccc1

entry no.	9	10	11	12	13	14	15	16
AmpC inh no detg	/	-6%	-33%	2%	-35%	-17%	/	-12%
Sm TGR inh	0%	-1%	0%	-2%	-14%	-1%	-9%	6%
FBPA Giardia inh	/	/	3%	/	-9%	-4%	/	-23%
AmpC detergent	-5%	?	-11%	6%	-11%	1%	0%	-1%
HCMV antiviral	-26	-22	-3	-15	40	-9	6	-7
HCV inh	/	-7%	17%	6%	1%	11%	/	?

17: COc1cc(-c2[nH]ncc2CN2CCc3sccc3C2)cc(OC)c1OC
18: COC(=O)C1=C(c2ccc(F)cc2OCc2ccccc2)C[C@@H]2CC[C@H]1N2C(=O)NCc1cccc(F)c1
19: Cc1ccc(OCC(=O)Nc2ccc(S(=O)(=O)Nc3ccccn3)cc2)cc1C
20: CCOc1ccc(NCc2nnc(SCC(=O)Nc3nc(-c4ccccc4)cs3)n2-c2ccccc2)cc1
21: O=C(c1ccc2c(c1)OCO2)N1CCN(c2ccccn2)CC1
22: NS(=O)(=O)c1ccc(NC(=O)CSC2=NC(=O)C(c3ccccc3)C(=O)N2)cc1 (stereo not drawn)
23: O=C(NCc1ccccn1)Nc1ccc(Br)cc1Cl
24: COc1cc(/C=C(\C#N)C(=O)NCC2CCCO2)ccc1OCC(N)=O (stereo not drawn)

entry no.	17	18	19	20	21	22	23	24
AmpC inh no detg	-5%	-35%	-23%	-24%	-9%	-22%	-16%	-7%
Sm TGR inh	-7%[57.1 µM]	-1%	7%	-5%	-6%	2%	2%	8%
FBPA Giardia inh	-12%	/	9%	0%	1%	8%	/	-5%
AmpC detergent	-5%	-3%	1%	-13%	-4%	?	4%	1%
HCMV antiviral	110	-23	-12	-27	-4	9	12	3
HCV inh	?	?	?	7%	5%	32%[activator]	-29%	-9%

Reprinted from the part before: two entries; new compounds follow.
23: O=C(NCc1ccccn1)Nc1ccc(Br)cc1Cl
24: COc1cc(/C=C(\C#N)C(=O)NCC2CCCO2)ccc1OCC(N)=O (stereo not drawn)
25: COc1ccc(N(CC(=O)N/N=C/c2cccnc2)S(=O)(=O)c2ccc(C)cc2)cc1OC
26: COC(=O)CSc1ccc2nnc(CCNS(=O)(=O)c3ccccc3)n2n1
27: CCN(CC)CCOC(=O)c1cccc(OC)c1
28: COc1ccccc1CC(=O)Nc1ccc(S(=O)(=O)N2CCOCC2)cc1
29: CCN(CC)c1ccc(S(=O)(=O)N2CCCCC2)cc1NC(=O)C1CCC1
30: COc1ccc(CNC(=O)CSc2nnc3c(n2)[nH]c2ccccc23)cc1
31: COc1cc(C(=O)Nc2cc(C)c(OCC(=O)N3CCOCC3)c(C)c2)cc(OC)c1OC
32: OC1CCCN(c2ncnc3c2nnn3Cc2c(F)cccc2Cl)C1 (stereo not drawn)

entry no.	23	24	25	26	27	28	29	30	31	32
AmpC inh no detg	-16%	-7%	90%[activator]	-16%	-14%	-32%	26%	-15%	47%	-2%
Sm TGR inh	2%	8%	2%	-3%&-3%	-1%	-12%	50µM*	-7%	4%	-9%
FBPA Giardia inh	/	-5%	/	2%	0%	-1%	/	/	-3%	-5%
AmpC detergent	4%	1%	?	3%&-9%	6%	-2%	-9%	-6%	7%	-1%
HCMV antiviral	12	3	-26	20&6	-39	18	0	-3	12	27
HCV inh	-29%	-9%	19%	26%	-5%	?	12%	13%	-21%	-4%

The last 4 records of the part before lead into the next:
29: CCN(CC)c1ccc(S(=O)(=O)N2CCCCC2)cc1NC(=O)C1CCC1
30: COc1ccc(CNC(=O)CSc2nnc3c(n2)[nH]c2ccccc23)cc1
31: COc1cc(C(=O)Nc2cc(C)c(OCC(=O)N3CCOCC3)c(C)c2)cc(OC)c1OC
32: OC1CCCN(c2ncnc3c2nnn3Cc2c(F)cccc2Cl)C1 (stereo not drawn)
33: CC(=O)c1cc(CC(=O)N2CCc3c([nH]c4ccccc34)C2c2ccccn2)cs1 (stereo not drawn)
34: Cc1ccc(C2C(C#N)=C(N)SC(N)=C2C#N)cc1
35: CC(=O)NN1C(=O)c2ccc3c4c(ccc(c24)C1=O)C(=O)N(NC(C)=O)C3=O
36: CC(=O)NC(c1ccccc1)c1nc2ccccc2[nH]1 (stereo not drawn)
37: O=C(CSc1nnc2c(n1)[nH]c1ccc(F)cc12)OCc1ccccc1
38: COc1ccccc1-c1noc(-c2ccc(NC3CCCC3)c([N+](=O)[O-])c2)n1
39: Cc1cc(C)n(-c2ccc(C(=O)OCC(=O)c3ccc(Br)s3)cc2)n1
40: Cc1ccc(-c2nnc(Nc3ccc(Br)cc3)c3ccccc23)cc1S(=O)(=O)NCc1nc2ccccc2[nH]1

entry no.	29	30	31	32	33	34	35	36	37	38	39	40
AmpC inh no detg	26%	-15%	47%	-2%	41%	-48%	8%	-10%	-18%	/	-25%	/
Sm TGR inh	50µM*	-7%	4%	-9%	-4%	?	1%	1%	-2%	-32%	?	-5%
FBPA Giardia inh	/	/	-3%	-5%	-8%	?	?	1%	1%	/	3%	/
AmpC detergent	-9%	-6%	7%	-1%	4%	?	-6%	-10%	4%	-3%	-17%	5%
HCMV antiviral	0	-3	12	27	-17	15	-104*	28	-3	94	14	-17
HCV inh	12%	13%	-21%	-4%	-25%	15%	10µM*	9%&5%	0%	/	0%	/

41: O=C(NCC1CCCO1)c1cc(S(=O)(=O)N2CCOCC2)ccc1Cl (stereo not drawn)
42: COc1ccc(NC(=O)CN(C)C(=O)Cc2c[nH]c3ccccc23)cc1
43: CCCCNC(=O)C1CCN(C(=O)C2CCN(S(=O)(=O)c3ccc(C)cc3)CC2)CC1
44: Cc1ccc(S(=O)(=O)N2CCN(C(=O)CCn3nc(C)c(C)c3C)CC2)cc1
45: c1cncc(-c2nnc3n2C2(CCCCC2)Cc2ccccc2-3)c1
46: CCCCC(NC(=O)c1cccc(Br)c1)C(=O)O (stereo not drawn)
47: COc1cc(C(CC(=O)NCCC(C)C)N2Cc3ccccc3C2=O)cc(OC)c1OC (stereo not drawn)
48: O=C(COc1cc(Cl)c(Cl)cc1Cl)NCCN1CCOCC1

entry no.	41	42	43	44	45	46	47	48
AmpC inh no detg	-14%	-19%	85%[activator]	92%[activator]	-10%	0%	/	?
Sm TGR inh	0%	-4%	-16%	25%	10%	7%[57.1 µM]	0%	-1%
FBPA Giardia inh	14%	/	/	5%	2%	-4%	/	2%
AmpC detergent	3%	-10%	2%	4%	-3%	1%	18%	-1%
HCMV antiviral	45	28	-34	-4	-24	?	23	-25
HCV inh	/	-17%	3%	14%	4%	15%	/	4%

49: O=Cc1cccn1-c1cccc([N+](=O)[O-])c1
50: O=C(Nc1nc(-c2ccccc2)cs1)C1CCCN(S(=O)(=O)c2ccccc2)C1 (stereo not drawn)
51: COc1ccc(Cl)cc1NC(=O)CSc1nc(=O)[nH]c2c1CCCC2
52: COCCNC(=S)N1CCCC(CO)C1 (stereo not drawn)
53: CCCn1c(SCC(=O)N(CC)CC)nnc1-c1ccncc1
54: Clc1ccc(-c2nnn3c2nc(NCc2ccc4c(c2)OCO4)c2ccccc23)cc1
55: Cc1ncoc1C(=O)NCc1ccccc1Cl
56: Cn1ncc2nnn(-c3ccccc3)c(=O)c21

entry no.	49	50	51	52	53	54	55	56
AmpC inh no detg	2%	-26%	/	-19%	-14%	/	-17%	-18%
Sm TGR inh	0%	-3%[11.4 µM]	-13%	7%	-1%	-10%	-30%	1%
FBPA Giardia inh	3%	-3%	/	-1%	1%	/	3%	1%
AmpC detergent	3%	6%	1%	1%	-5%	1%	-9%	-10%
HCMV antiviral	-27	?	31	-30	7	44	-3	-1
HCV inh	-18%	5µM*	/	14%	-6%	/	8%	-3%

57: Cc1cccc(C)c1NC(=O)c1nc(S(=O)(=O)Cc2ccccc2)ncc1Cl
58: CCOc1ccccc1OCC(=O)Nc1cccc(S(=O)(=O)NC2=NCCCCC2)c1
59: CCC(Oc1ccccc1)C(=O)N(Cc1ccccc1)c1ccccn1 (stereo not drawn)
60: Cc1nn(Cc2ccccc2)c(Cl)c1C(=O)OC(C)C(=O)Nc1ccc(F)cc1Cl (stereo not drawn)
61: Cc1ccc(CNC(=O)c2ccc(CS(=O)(=O)c3ccccc3C)o2)cc1
62: CS(=O)(=O)N(CC(=O)NCCSCc1cccc(Cl)c1)c1ccccc1F
63: Cc1cccc(NC(=O)CC2C(=O)NCCN2C(=S)Nc2ccccc2)c1 (stereo not drawn)

entry no.	57	58	59	60	61	62	63
AmpC inh no detg	-32%	-19%	-10%	-18%	-2%	50%	33%
Sm TGR inh	13µM*	3%	-12%	15%	-7%&-12%	-4%	-4%
FBPA Giardia inh	/	/	0%	5%	-2%	2%	-1%
AmpC detergent	-2%	-10%	-3%	4%	?	?	6%
HCMV antiviral	-100*	5	-31	-65*	-32&8	34	-12
HCV inh	?	?	-1%	?	-7%	-4%	-4%
